NTR1 agonist – agonists of NTR1, primary screen, imaging, U2OS cells, beta-arrestin-GFP, high content (AID 493036); P30989; NTR1-U2OS beta-arrestin-GFP spot imaging, agonist mode; activation, % at 20 µM; 0.17% of 330,000 active;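 active = activation at or above 40% of the spot to cytoplasm intensity ratio, with at least 20 cells analyzed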;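 also: 0% = DMSO without peptide and 100% = 100 nM NTR1 peptide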
Target sequence (P30989 whole entry, looked up): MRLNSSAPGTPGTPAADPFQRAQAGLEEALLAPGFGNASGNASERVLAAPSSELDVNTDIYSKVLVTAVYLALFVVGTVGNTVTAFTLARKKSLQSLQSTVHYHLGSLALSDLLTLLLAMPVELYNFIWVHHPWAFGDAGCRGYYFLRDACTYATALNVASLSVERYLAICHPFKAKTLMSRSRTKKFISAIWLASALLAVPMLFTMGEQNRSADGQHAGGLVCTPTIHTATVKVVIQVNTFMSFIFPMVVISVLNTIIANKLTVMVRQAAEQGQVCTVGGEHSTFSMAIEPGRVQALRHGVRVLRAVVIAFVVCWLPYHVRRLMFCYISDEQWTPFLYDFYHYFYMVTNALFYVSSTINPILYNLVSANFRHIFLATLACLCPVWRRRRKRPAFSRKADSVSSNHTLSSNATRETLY
GPR55 activation – selective activators of receptor GPR55 – imaging, U2OS cells, beta-arrestin-GFP redistribution, primary screen (AID 1961); 0.048% of 290,000 active; activation, % at 10 µM; hits with a dose series show EC50 in µM; U2OS GPR55 beta-arrestin-GFP redistribution imaging; higher % means a stronger effect;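 active = activation above 40% with more than 50 cells counted in the well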;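 also: U2OS osteosarcoma cells stably expressing GPR55 and beta-arrestin-GFP; plate controls were DMSO negative control for no effect and LPI positive control for full effect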
GPR35 antagonists – GPR35 antagonists blocking zaprinast-driven arrestin recruitment, primary screen, imaging, U2OS, beta-arrestin-GFP, zaprinast agonist (AID 2058). U2OS GPR35 beta-arrestin-GFP translocation imaging, zaprinast antagonism; higher % means a stronger effect. inhibition, % at 10 µM; hits with a dose series show IC50 in µM. 0.052% of 290,000 active;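 active = inhibition of at least 50% with at least 30 cells and total cytoplasm GFP at most 10,000,000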
Salmonella PhoP GFP – inhibitors of PhoP regulon expression, primary screen, Salmonella Typhimurium, GFP reporter (AID 1863). S. Typhimurium PhoP-regulated promoter GFP reporter, 4 h; higher % means a stronger effect. inhibition, % at 50 µM, or IC50 in µM where a hit was titrated. 0.16% of 300,000 active;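 active = inhibition over 29.93%, a cutoff 3 SD above the screen mean, later confirmed by dose response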;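 also: 0% = low Mg2+ inducing control and 100% = high Mg2+ repressing control; strong numbers were not always called active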
T cell HTS – T cell immune modulators affecting CD8 T cell-vesicle binding | 2C CD8+ T cell-vesicle binding, flow cytometry; stronger effect = lower value | calls only at 7 µM | 0.068% of 330,000 active;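 active = response, share of CD8 T cells binding vesicles, and their 90th percentile fluorescence all below set limits, cut at about 80% in these data, passing the limit was not always enough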
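Read-out – percent CD8+ FL2 mean versus row control · System – murine 2C transgenic CD8+ T lymphocytes · Times – 1.5 h cell–vesicle binding at 37 °C, then 20 min icy labelling · Control set – naked vesicles low, QL9 vesicles with vehicle high · Detection – cytometric PE anti-B7-1 and Alexa647 anti-CD8 signals after 1% paraformaldehyde fixation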
KOR beta-arrestin-1 – KOR antagonists, beta-arrestin recruitment, cell-based, luminescence, uHTS (AID 1778); 0.091% of 290,000 active; inhibition, % at 10 µM; hits with a dose series show IC50 in µM; KOR beta-arrestin recruitment, luminescence, antagonist mode; higher % means a stronger effect; in the data active = inhibition above about 50%; also: strong numbers were not always called active
GPR55 antagonists – inhibition of LPI-stimulated GPR55 beta-arrestin translocation – imaging, U2OS, beta-arrestin-GFP, LPI agonist, primary screen (AID 2013) | U2OS GPR55 beta-arrestin-GFP translocation imaging, LPI antagonism; higher % means a stronger effect | inhibition, % at 10 µM; hits with a dose series show IC50 in µM | 0.13% of 290,000 active;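 active = spots per cell inhibited over 60%, with over 100 cells counted and total cytoplasm intensity under 500,000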;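 also: U2OS cells stably carrying GPR55 and arrestin-GFP stimulated by 5 µM LPI near EC80; imaged beta-arrestin-GFP aggregate spots per cell after agonist stimulation; plate controls were LPI-stimulated DMSO wells for no effect and DMSO wells without LPI for full effect; some results filed as inactive read as strong as hits; confirmed hits need IC50 under 10 µM and bright autofluorescent wells are also inconclusive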
West Nile virus CPE – West Nile virus antiviral activity, cell-based, CPE readout (AID 1621); CPE inhibition, % at 10 µM; hits with a dose series show IC50 in µM; West Nile virus-infected cells, CPE inhibition; higher % means a stronger effect; 0.02% of 290,000 active; in the data active = a potency from the dose series; also: strong numbers were not always called active
KOR beta-arrestin-2 – kappa opioid receptor activators – cell-based, luminescence, uHTS, primary screen (AID 1777) | KOR beta-arrestin recruitment, luminescence; higher % means a stronger effect | activation, % at 10 µM; hits with a dose series show EC50 in µM | 0.02% of 280,000 active; in the data active = activation above about 50%, passing the limit was not always enough; also: a part of the inactive calls stands beside numbers as strong as those of hits
T cell HTS vesicle-bound % – further read-out of T cell HTS, marked with its call; double positive events, %; measured here: CD8+ vesicle-bound cell fraction;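 binding gate set so that unloaded-vesicle control wells show 10% double positive cells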
NTR1 agonist cell count 20 µM – further read-out of NTR1 agonist, marked with its call; cell count; measured here: cell count, cytotoxicity flag
An asterisk follows results filed as active; i = inactive; . = no result given; [ ] = remark or other dose.

SMILES	NTR1 agonist	NTR1 agonist cell count 20 µM	GPR55 activation	GPR35 antagonists	Salmonella PhoP GFP	T cell HTS	T cell HTS vesicle-bound %	KOR beta-arrestin-1	GPR55 antagonists	West Nile virus CPE	KOR beta-arrestin-2
Cc1c(C#N)c(O)[nH]c(=O)c1N=Nc1ccc(Cl)c(C(=O)O)c1	-0.3	45	1.2%	-7%	0%	i	48	0%	11%	-0.3%	-4.1%
CCN1CCN(C(=S)NCC(C)C)CC1	-1.5	69	-0.4%	-4%	-4%	i	29	-21%	-2%	-0.2%	-0.1%
CC(C)(C)OC(=O)N1CCC[C@H]1C(=O)Nc1ccc(C#N)cc1	3.7	48	-0.2%	3%	1%	i	8	8%	-9%	0.4%	-3.6%
CC(C)Cn1c(SCC(=O)NC2CCCc3ccccc32)nc(O)cc1=O (stereo unspecified)	0.8	55	-0.2%	-6%	-3%	i	26	22%	4%	0.1%	2.4%
Cc1ccc(C2=NN(CC(=O)NCc3cccnc3)C(=O)CC2)cc1	0.2	52	0.5%	9%	2%	i	33	-1%	5%	0.1%	0.2%
CCN(C(=S)NC(=O)c1ccccc1Br)C1CCCCC1	0.6	33	0.5%	-6%	6%	i	27	9%	13%	-0.3%	1.0%
O=c1c2cc(Br)ccc2nc2n1CCCCC2	2.5	92	-0.1%	6%	0%	i	7	23%	13%	-0.6%	-2.1%
Nc1ccc(C23CC4CC(CC(CO)(C4)C2)C3)cc1	-1.1	89	-0.1%	7%	-12%	i	28	-53%	0%	0.2%	1.7%
O=C(NCc1ccccc1OC(F)(F)F)C1CCC(=O)N(CCc2ccccn2)C1 (stereo unspecified)	0.4	57	-0.1%	6%	0%	i	7	16%	4%	0.1%	-0.1%
Cc1ccc(Cl)cc1NC(=O)CNCC(c1ccccc1)N(C)C (stereo unspecified)	-1.9	38	0.0%	16%	-2%	i	9	10%	-4%	0.1%	3.1%
Cc1cc(C(=O)O)c(CCCN)s1	-0.6	47	-0.2%	1%	6%	i	23	17%	-1%	0.5%	0.5%
O=C(Cc1ccccc1)N1CCN(c2ncccn2)CC1	-0.4	37	0.1%	-15%	1%	i	41	12%	6%	0.1%	-4.0%
Nn1c(SCC(=O)Nc2ccc(F)cc2)nnc1-c1ccccn1	0.8	98	-0.3%	12%	7%	i	59	-34%	-14%	0.0%	3.6%
CCCn1nnc2ccccc2c1=O	-0.4	68	-0.1%	5%	-6%	i	42	-10%	7%	1.6%	7.3%
CN(C)C(=O)CSc1nc2ccccc2n1Cc1ccccc1	2.9	97	-0.3%	3%	0%	i	44	-16%	-11%	-1.4%	11%
COc1ccc2cc(C(=O)C3CCCN(C(=O)c4cnn(C(C)C)c4)C3)ccc2c1 (stereo unspecified)	2.4	58	-0.2%	-10%	3%	i	6	-2%	2%	-0.1%	-3.4%
CCC(=O)Nc1ccc(C(=O)CN2CCC(C)CC2)cc1	1.4	66	-0.6%	5%	-6%	i	58	-21%	3%	0.6%	-1.4%
CCOC(=O)c1ccccc1NC(=O)CN(c1ccccc1OCC)S(C)(=O)=O	0.7	72	-0.2%	6%	-12%	i	22	-16%	-7%	-0.1%	1.2%
CC1CC(C)CN(C(=O)C2CCCN(c3ncnc4c3nc3n4CCCCC3)C2)C1 (stereo unspecified)	1.9	44	-0.2%	-15%	2%	i	15	-17%	-11%	-0.8%	-3.7%
COc1ccc(OC)c(NC(=O)Cn2c(CCC(=O)O)ccc2-c2cccs2)c1	1.8	51	-0.2%	3%	8%	i	50	-20%	8%	0.2%	4.4%
O=C(NCCn1ccc2ccccc21)c1ccc(S(=O)(=O)N2CCOCC2)cc1	4.3	52	0.3%	5%	10%	i	37	13%	15%	-0.1%	-2.8%
CN1CCC2(CC1)N=C(c1ccc(F)cc1)C(=S)N2C(=O)c1ccc(C(C)(C)C)cc1	0.7	75	-0.2%	-12%	8%	i	56	-181%	21%	0.7%	14%
O=C1N(Cc2ccccc2)CCCC12CCCN(Cc1ccccc1)C2=O	-0.6	34	-0.1%	-1%	10%	i	40	-10%	5%	0.1%	1.7%
COc1ccccc1-n1c(SC)nc2c(sc(=S)n2-c2ccccc2)c1=O	1.6	78	0.5%	-6%	.	.	.	2%	11%	0.9%	3.4%
O=C(Nc1cccc(O)c1)c1cc(-c2ccco2)on1	-0.5	63	-0.3%	1%	-12%	i	15	7%	8%	0.1%	-1.5%
CCN(C(=O)CSc1nc2cc(C(=O)OC)ccc2c(=O)n1Cc1ccco1)c1cccc(C)c1	2.5	80	0.3%	-7%	-8%	i	14	-22%	11%	0.3%	4.3%
COC(=O)c1ccc(NC(=O)CN2CCN(S(=O)(=O)c3cc(Cl)ccc3OC)CC2)cc1	-1.1	64	-0.2%	-2%	10%	i	45	-62%	-3%	-0.3%	-2.1%
CCC(=O)N/C=C/n1cnc2cc(C(F)(F)F)ccc21	1.4	55	0.0%	-15%	-1%	i	31	8%	-8%	-0.5%	-2.8%
Cc1ccc(N(C(=O)c2csnn2)C(C(=O)NCc2ccccc2)c2ccccn2)cc1 (stereo unspecified)	0.3	49	.	2%	-2%	i	20	-4%	-4%	0.3%	2.0%
COC(=O)c1ccccc1NC(NC(=O)c1ccco1)C(=O)c1ccccc1 (stereo unspecified)	4.0	51	-0.2%	-17%	-8%	i	51	-18%	-7%	0.6%	2.3%
CC(=O)c1cc(C#N)c(SCC(=O)O)nc1C	-1.2	25	-0.1%	15%	3%	i	40	22%	8%	0.2%	-5.1%
CCOC(=O)C1CCN(C(=O)CNC(=O)OC(C)(C)C)CC1	-1.4	54	-0.1%	-13%	1%	i	58	24%	8%	-0.1%	-3.7%
Cc1cccc(NC(=O)c2ccc(C3SCC(=O)N3CCc3ccccc3)cc2)c1C (stereo unspecified)	-0.4	84	-0.2%	-2%	14%	i	28	7%	-1%	-0.9%	0.6%
COc1ccc(Oc2nnnn2-c2ccccc2)cc1	3.4	91	-0.3%	-2%	1%	i	21	5%	-7%	-0.4%	-5.6%
CCCCCCN(C(=O)CCCCCN1C(=O)NC(c2cccc([N+](=O)[O-])c2)C(C(=O)OCc2ccccc2)=C1C)C(C(=O)NCCCC)c1ccc(OCC(=O)OC)c(C(=O)OC)c1 (stereo unspecified)	2.3	77	1.3%	-20%	-1%	i	9	16%	9%	.	0.6%
Cc1ccc(NC(=O)C(=O)c2cn(CC(=O)N3CCCCC3)c3ccccc23)cc1	1.2	67	-0.1%	1%	-3%	i	6	-11%	3%	0.2%	-2.0%
CSc1ccc(S(=O)(=O)N2CCC(C(=O)Nc3ccc(C(N)=O)cc3)CC2)cc1	-3.2	44	-0.2%	21%	-5%	i	11	-58%	8%	0.2%	4.2%
CCOC(=O)c1c(C)[nH]c(C)c1C(=O)COC(=O)[C@@H]1CCCN1S(=O)(=O)c1ccc(Cl)cc1	8.0	51	0.3%	4%	-1%	i	36	0%	-9%	-0.2%	-6.3%
COc1ccc(CNC(=O)c2coc(=O)c3ccccc23)c(OC)c1	0.2	59	0.5%	1%	1%	i	38	19%	11%	-0.2%	-2.5%
O=c1c2cn(Cc3ccccc3)c3ccccc3c-2nn1Cc1ccc(F)cc1Cl	-0.9	101	-0.1%	-4%	.	.	.	10%	12%	1.0%	4.3%
Cc1nn(-c2ccccc2)c(Cl)c1C(=O)OC(C)C(=O)NC(=O)NC1CCCCC1 (stereo unspecified)	2.9	62	-0.1%	-9%	-5%	i	55	-4%	-9%	0.2%	7.6%
COCCn1c(SCC(=O)N2CCCC2)nc2c([nH]c3ccccc32)c1=O	1.1	61	0.2%	3%	-5%	i	68	15%	20%	-0.3%	0.0%
O=C(Nc1ccccc1)O/N=C/c1ccc(F)cc1	1.0	66	0.3%	1%	5%	i	51	-40%[20 µM]	-7%	-0.3%	-1.4%
COc1ccc(C)cc1Nc1n[n+](-c2ccccc2)c(-c2cccc(Cl)c2Cl)s1	1.5	63	0.1%	-25%	.	i	7	-121%[20 µM]	50%	-1.3%	4.7%
Cc1ccccc1C(=O)NC(=S)NCCc1ccccc1	1.6	38	-0.3%	0%	-3%	i	47	18%	9%	-0.5%	7.1%
O=C(NC1CCCCC1)C(c1cccs1)N(C(=O)Cc1c[nH]c2ccccc12)c1ccc(F)cc1 (stereo unspecified)	22	72	0.3%	16%	-4%	i	19	17%	-8%	1.4%	1.7%
CCOc1cc2[nH]c(=S)n(Cc3ccc(C(=O)NCC(OC)OC)cc3)c(=O)c2cc1OCC	4.8	81	-0.4%	13%	-6%	i	55	-4%	-2%	0.2%	-2.1%
O=C(Nc1cc(Cl)cc(Cl)c1)C1CCCC1	-0.4	62	0.0%	-10%	-7%	i	58	-26%	.	-0.6%	2.6%
CN(Cc1cccnc1)Cc1cn(Cc2ccccc2)nc1-c1ccc2c(c1)OCO2	1.1	74	-0.1%	12%	.	i	38	-12%[20 µM]	6%	-1.4%	.
CC(=O)Nc1cc(NC(=O)C2C3C=CC(C3)C2C(=O)O)ccc1Cl (stereo unspecified)	-3.2	87	-0.3%	-14%	-2%	i	27	2%	-2%	1.7%	-1.2%
The list continues.
SMILES	NTR1 agonist	NTR1 agonist cell count 20 µM	GPR55 activation	GPR35 antagonists	Salmonella PhoP GFP	T cell HTS	T cell HTS vesicle-bound %	KOR beta-arrestin-1	GPR55 antagonists	West Nile virus CPE	KOR beta-arrestin-2
Cc1ccc(CNc2cccnc2)cc1	-0.8	47	0.3%	1%	0%	i	25	25%	2%	0.4%	-1.3%
O=C(O)c1ccc(Nc2nc3c(s2)CCCC3)cc1	-1.7	96	0.2%	-6%	-17%	i	61	-10%[20 µM]	2%	0.8%	-3.6%
CCOC(=O)C1Cn2c(nc3c(c2=O)C(C)(C)Cc2ccccc2-3)S1 (stereo unspecified)	-0.5	88	-0.3%	18%	6%	i	19	7%	5%	0.8%	-7.5%
CC(C)CN1CCC(=O)N(CCO)CC1	3.0	99	0.0%	7%	10%	i	14	-15%[20 µM]	0%	-0.7%	-5.7%
